# ARNT TACC3 PPI: ARNT/TACC3 interaction disruption; 390,000 tested, 0.66% active; Q9Y6A5; AlphaScreen His-ARNT PAS-B/GST-TACC3 binding, luminescence; TACC3 fragment carries E629A point mutation; inhibition, % at 9.99 µM;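 active means mean inhibition of replicates at least 50% and at least half of replicates each reaching 50%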;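 further: 0% = complete ARNT plus TACC3 wells and 100% = ARNT alone without TACC3; many hits fall short of the cut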
# SIRT5 block: sirtuin-5 (human) deacylase inhibition | Q9NXA8 | Purified SirT5, succinyl-peptide AMC, trypsin-coupled fluorescence | inhibition, % at 15 µM | 330,000 tested, 1.1% active | AID 652115; in the data active means inhibition above about 15%
# Target sequence (Q9NXA8 whole entry, looked up): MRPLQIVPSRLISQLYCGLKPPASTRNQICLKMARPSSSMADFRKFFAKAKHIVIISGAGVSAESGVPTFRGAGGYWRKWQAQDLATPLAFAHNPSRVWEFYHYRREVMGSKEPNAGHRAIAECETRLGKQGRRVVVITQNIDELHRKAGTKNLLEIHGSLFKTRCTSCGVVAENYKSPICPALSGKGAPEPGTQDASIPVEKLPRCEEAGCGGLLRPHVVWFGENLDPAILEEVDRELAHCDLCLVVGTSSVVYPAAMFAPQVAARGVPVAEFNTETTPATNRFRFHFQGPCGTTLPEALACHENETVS
# ERp5 inh: ERp5 (human) disulfide isomerase inhibition; 350,000 tested, 0.05% active; inhibition, % at 9.99 µM; AID 651711; Q15084; ERp5 insulin aggregation, absorbance 650 nm, 90 min;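 active means mean replicate inhibition above about 25%, with every replicate also reaching it, limit read from the data, passing the limit was not always enough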
# Target sequence (Q15084 whole entry, looked up): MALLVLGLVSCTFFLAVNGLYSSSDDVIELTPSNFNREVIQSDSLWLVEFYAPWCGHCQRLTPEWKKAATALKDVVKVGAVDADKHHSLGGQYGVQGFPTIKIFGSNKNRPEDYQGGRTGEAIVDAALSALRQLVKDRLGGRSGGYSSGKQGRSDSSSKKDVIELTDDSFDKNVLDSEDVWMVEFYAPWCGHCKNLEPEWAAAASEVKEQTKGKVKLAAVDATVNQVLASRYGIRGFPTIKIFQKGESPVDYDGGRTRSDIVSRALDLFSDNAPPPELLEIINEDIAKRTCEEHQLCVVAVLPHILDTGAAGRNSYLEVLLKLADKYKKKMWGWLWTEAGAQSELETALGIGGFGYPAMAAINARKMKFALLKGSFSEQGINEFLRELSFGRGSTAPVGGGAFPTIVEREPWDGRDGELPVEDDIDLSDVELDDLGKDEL
# esBAF inh: SWI/SNF esBAF complex inhibition. mouse ES cells, Bmi1-luciferase knock-in reporter, 24 h; 100% = twice the neutral-well signal. reporter increase, % at 12.5 µM. 350,000 tested, 2% active. AID 602393; in the data active means activation above about 40%;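 further: 0% = median of the plate's neutral control wells and 100% = double that signal; a rise in the Bmi1 reporter signal indicates esBAF inhibition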
# miR122 inh: miR-122 inhibition in Huh7 cells; Huh7 miR-122 Renilla luciferase sensor, 48 h; neutral wells = 0, positive control = 100; activation (reporter increase), % at 12.5 µM; 340,000 tested, 0.3% active; AID 602342;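 active means mean replicate activation score at least 90 and every replicate individually at or above 90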;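 further: higher luciferase means less miR-122 activity so hits act as miR-122 inhibitors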
# C2C12 statin: suppression of simvastatin myotoxicity. AID 602340. C2C12 myotubes + simvastatin, ATP luminescence, 48 h; scaled: DMSO 0, geranylgeraniol control 100. rescue of ATP level, % at 7.49 µM. 330,000 tested, 0.78% active;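 active means mean ATP rescue above about 67%, or every replicate alone reaching that limit, limit read from the data, passing the limit was not always enough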;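 further: myotubes were challenged with 10 µM simvastatin during compound exposure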
# Cneo AK release: causes C. neoformans cell lysis; adenylate kinase release luminescence, 4 h; normalised: neutral wells 0, clomiphene wells 100; lysis activity, % at 15 µM; 360,000 tested, 0.2% active; AID 651654;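 active means mean lysis activity across replicates of at least 80%, whatever share of replicates individually reach that level; inactive means mean lysis activity below 80%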
#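 Test system: log-phase Cryptococcus neoformans yeast cells. Input: 5 × 10^6 yeast cells/mL. Medium: fresh YPD growth medium. Doses: single dose. Incubation: static 4 h at 37 °C with compound, 1 h detection. Measured by: luminescent adenylate kinase detection reagent. Read-out: signal increase indicating cell lysis. Benchmarks: Clomiphene.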
# * hit, by the source's call; x = not tested or not shown; & = joins results of further samples; [ ] = another dose, or the depositor's remark. An unsorted share of the library. About 4% of those tested had a hit in this group.
SMILES,ARNT TACC3 PPI,SIRT5 block,ERp5 inh,esBAF inh,miR122 inh,C2C12 statin,Cneo AK release
CN1C2CCC1CC(NS(=O)(=O)c1cc(Cl)c(Cl)cc1Cl)C2 (stereo not drawn),6,1,-9,4,-3,-5,-1
CCN(CC)c1ccc(NC(=O)Nc2ccc(C(C)=O)cc2)cc1,3,x,x,1,0,-28,-1
COc1cc(OC)cc(C(=O)OCC(=O)NC2CCCCCC2)c1,x,-1,-3,0,x,3,-1
CC(OC(=O)C1CCN(S(=O)(=O)c2ccc(Cl)cc2)CC1)C(=O)NC1CCCCC1C (stereo not drawn),6,-1,3,x,1,x,0
COc1ccc(N2CCN(C(=O)c3cccnc3)CC2)c([N+](=O)[O-])c1,-1,9,2,-3,-3,-6,3
Cc1ccccc1OCCCC(=O)Nc1ccc2c(c1)OCO2,-8,-7,4,7,x,-4,5
CCn1c(SCc2ccc(C(=O)Nc3nccs3)cc2)nnc1-c1ccc(NC(C)=O)cc1,4,x,x,8,-2,x,7
O=C(Nc1cc(Cl)ccc1-n1cncn1)c1ccccc1OC(F)F,1,9,2,-6,5,14,x
CCN(C(=O)c1cc2c(=O)[nH]c3ccc(C)cc3c2s1)c1ccccc1C,-6,-4,0,-5,-2,-70,1
CC(C)=CC(=O)OCC(=O)NC1CCCc2ccccc21 (stereo not drawn),-11,-2,2,-4,-9,18,-1
COc1ccc(C)cc1S(=O)(=O)N(CC(=O)NCc1ccc(Cl)cc1)Cc1ccccc1,-1,x,x,-2,11,-21,4
CCOc1ccccc1CN1CCC(N2CCOCC2)CC1,-5,-2,2,-6,x,-6,0
COCCNc1nc2nonc2nc1N1CCC(N(C)C)C1 (stereo not drawn),-6,-5,0,x,x,x,1
C[C@@H]1CN([C@@H](C)CO)S(=O)(=O)c2ccc(C#CC3CC3)cc2O[C@@H]1CN(C)C(=O)Cc1ccncc1,9,1,6,-3,-11[16.7 µM],2,0
Cc1oc(-c2cccc(Cl)c2)nc1CS(=O)(=O)CC(=O)NCCN1CCOCC1,-2,-4,0,-5,0,-12,0
C/C(=N\OCc1cccc(C(=O)O)c1)c1ccc(Cl)cc1,x,0,-7,x,-8,x,-1
O=C(NC1CCCC1)C1CC(=O)N(c2ccc(F)c(Cl)c2)C1 (stereo not drawn),5,-8,0,2,0,-5,-1
COc1ccc(S(=O)(=O)N(C)C[C@H]2Oc3ccc(NS(=O)(=O)c4c(C)noc4C)cc3C(=O)N([C@H](C)CO)C[C@@H]2C)cc1,2,1,0&6,-6,-5,0,2
N#C/C(=N\Nc1ccc(S(=O)(=O)N2CCOCC2)cc1)C(N)=S,21,5,2,3,-2,7,9
COc1ccc(S(=O)(=O)Nc2cccc3c2O[C@H](CN(C)C(=O)Nc2ccc4c(c2)OCO4)[C@H](C)CN([C@H](C)CO)C3=O)cc1,3,2,-3,4,3[16.7 µM],x,2
CCOC(=O)C(Sc1ncn[nH]1)c1ccccc1 (stereo not drawn),-3,x,x,-4,-2,1,0
Cc1ccc(CNC(=O)COC(=O)CN2C(=O)C3CC=CCC3C2=O)cc1 (stereo not drawn),0,-1,-5,1,x,0,-1
COc1ccccc1C(=O)Nc1ccc(Nc2ccccc2)cc1,x,-2,2,x,-2,x,-2
COc1ccc(CNC(=O)c2cc(S(=O)(=O)N3CCCC3)cn2C)cc1,3,10,0,-1,-9,8,3
COc1ccc(Nc2cc(C)nc3ncnn23)c(OC)c1,-15,x,3,5,x,6,-7

# Five entries already listed, arranged by formula weight, rising.
SMILES,ARNT TACC3 PPI,SIRT5 block,ERp5 inh,esBAF inh,miR122 inh,C2C12 statin,Cneo AK release
C/C(=N\OCc1cccc(C(=O)O)c1)c1ccc(Cl)cc1,x,0,-7,x,-8,x,-1
CCN(CC)c1ccc(NC(=O)Nc2ccc(C(C)=O)cc2)cc1,3,x,x,1,0,-28,-1
COc1cc(OC)cc(C(=O)OCC(=O)NC2CCCCCC2)c1,x,-1,-3,0,x,3,-1
CN1C2CCC1CC(NS(=O)(=O)c1cc(Cl)c(Cl)cc1Cl)C2 (stereo not drawn),6,1,-9,4,-3,-5,-1
CC(OC(=O)C1CCN(S(=O)(=O)c2ccc(Cl)cc2)CC1)C(=O)NC1CCCCC1C (stereo not drawn),6,-1,3,x,1,x,0

# Following part:
SMILES,ARNT TACC3 PPI,SIRT5 block,ERp5 inh,esBAF inh,miR122 inh,C2C12 statin,Cneo AK release
COc1ccc(C2NCCC3(O)CCCCC23)c(OC)c1OC (stereo not drawn),0,x,x,-16,21,2,1
CCNS(=O)(=O)c1ccc(CCC(=O)NCc2ccccn2)cc1,3,-1,4,-7,-3,2,4
Cn1c(=O)[nH]c(=O)c2c1nc(Br)n2CCSc1nc2ccccc2o1,-2,x,x,2,4,-25,-4
CC(=O)N1[C@@H](CO)[C@H](c2ccc(-c3cccc(F)c3)cc2)[C@@H]1CNC(=O)C1CC1,-7,x,x,5,-29[16.7 µM],1,1
Cn1cnc(CCNC(=O)C[C@@H]2CC[C@@H]3[C@H](COC[C@@H](O)CN3C(=O)Nc3ccc(Cl)cc3)O2)c1,2,19*,0,13,4[16.7 µM],-11,-3
CCOC(=O)C1CCN(C(=O)c2cc3cc(Cl)ccc3[nH]2)CC1,9,-7,-2,14,12,7,0
Cc1ccccc1S(=O)(=O)N1CC[C@@H]2[C@@H](CO)Nc3ccc(-c4ccccc4)cc3[C@@H]21,18,14,1,-9,11[16.7 µM],4,-13
COCCN(CC(=O)Nc1cccc(C)c1C)C(=O)c1cc(S(=O)(=O)N2CCCC2)ccc1C,0,-1,-27,2,2,-4,4
CCOC(=O)N1CCN(C(=O)C2CCN(S(=O)(=O)c3ccccc3)CC2)CC1,-1,x,x,-4,5,4,5
COc1ccc(OC)c(S(=O)(=O)n2nnc3cc(Cl)ccc32)c1,-38,x,x,-2,x,7,-3
CCCOc1ccc(N2C(=O)CC(NCCNc3ccc(S(=O)(=O)CC)cc3)C2=O)cc1 (stereo not drawn),-10,x,x,-4,2,13,1
COc1ccc2oc(C(=O)OCC(=O)N3CCCCC3)c(C)c2c1,1,-2,-1,27,-7,3,-2
O=C(CCCN1CCN(c2ccccc2)CC1)c1ccc(F)cc1,x,-3,-1,x,x,x,-3
C[C@@H]1CN([C@@H](C)CO)C(=O)c2cc(NC(=O)Nc3ccc(F)cc3)ccc2O[C@@H]1CN(C)C,-13,-4,2,3,0[16.7 µM],0,-10
O=C(O)c1ccccc1NC(=O)c1cc2ccccc2oc1=O,1,-1,1,23,-1,12,-2
Cc1nn(Cc2c(F)c(F)c(F)c(F)c2F)c(C)c1NC(=O)c1c([N+](=O)[O-])c(C)nn1C,24,x,x,-1,-1,5,0
Cc1noc(C)c1S(=O)(=O)N(C)C[C@H]1Oc2ccc(NS(=O)(=O)c3cn(C)cn3)cc2CC(=O)N([C@@H](C)CO)C[C@@H]1C,x,0,-1,-4,16[16.7 µM],-26,-2
O=C(CCCCl)NC(=S)Nc1ccc(N2CCOCC2)cc1,6,-2,3,x,4,x,1
CC(=O)Nc1cccc(NC(=O)CCn2c(=O)sc3ccccc32)c1,-9,x,x,x,-3,x,-2
O=C(CCc1ccccc1)NCc1cccnc1,-10,x,x,4,7,x,0
COc1ccc(NC(=O)Nc2ccc3c(c2)CC(=O)N([C@H](C)CO)C[C@@H](C)[C@@H](CN(C)S(=O)(=O)c2ccc(OC)cc2)O3)cc1,12,1,0,-2,-9[16.7 µM],8,-1
COC(=O)c1cnc(Nc2nc(CN)cs2)nc1C(F)(F)F,x,5,1,-3,5,3,-1
CCS(=O)(=O)Nc1ccc2c(c1)C(=O)N(C)C[C@H](OC)[C@@H](C)CN(Cc1ccccn1)[C@H](C)CO2,7,-4,4,2,x,-5,2
Fc1ccccc1-c1cc2ncccc2cn1,2,x,1,30,-4,19,-1
O=C1c2ccsc2SCCN1Cc1ccc(Cl)cc1Cl,-5,x,x,-5,9,11,-2

# 6 entries out of the list above, arranged by the value under miR122 inh, ascending.
Molecule	ARNT TACC3 PPI	SIRT5 block	ERp5 inh	esBAF inh	miR122 inh
CC(=O)Nc1cccc(NC(=O)CCn2c(=O)sc3ccccc32)c1	-9	x	x	x	-3
Cc1nn(Cc2c(F)c(F)c(F)c(F)c2F)c(C)c1NC(=O)c1c([N+](=O)[O-])c(C)nn1C	24	x	x	-1	-1
CCCOc1ccc(N2C(=O)CC(NCCNc3ccc(S(=O)(=O)CC)cc3)C2=O)cc1 (stereo not drawn)	-10	x	x	-4	2
CCOC(=O)N1CCN(C(=O)C2CCN(S(=O)(=O)c3ccccc3)CC2)CC1	-1	x	x	-4	5
O=C(CCc1ccccc1)NCc1cccnc1	-10	x	x	4	7
CCOC(=O)C1CCN(C(=O)c2cc3cc(Cl)ccc3[nH]2)CC1	9	-7	-2	14	12

# (listing goes on)
SMILES,ARNT TACC3 PPI,SIRT5 block,ERp5 inh,esBAF inh,miR122 inh,C2C12 statin,Cneo AK release
CC(C)[C@H](NC(=O)c1ccccc1F)C(=O)OCC(=O)NC1CC1,-10,-4,-11,3,-3,-1,1
CC(=O)NC(=S)Nc1ccc([N+](=O)[O-])cc1C,-3,-5,3,x,x,x,x
CC1=C(C(=O)Nc2ccccc2C(F)(F)F)C(c2ccc(C)s2)NC(=S)N1 (stereo not drawn),2,-3,-4,x,x,x,x
O=C(N/N=C\c1cccc(Br)c1)c1ccccc1-n1cccc1,5,x,x,3,13,5,3
O=C(C[C@@H]1CC[C@@H]2NC[C@H](O)COC[C@H]2O1)N1CCc2ccccc2C1,-4,3,-2,9,1[16.7 µM],-18,-2
O=C(c1ccc2c(c1)[nH]c(=S)n1c3ccccc3nc21)N1CCN(c2ncccn2)CC1,0,x,x,2,2,0,1
CC(C)NC(=O)CN(Cc1ccc(F)cc1)C(=O)CCC(=O)Nc1nccs1,-26,-2,-1,-3,-2,0,-1
NC(=O)c1ccc(NC(=O)COC(=O)c2cc([N+](=O)[O-])ccc2N2CCOCC2)cc1,-1,0,-10,x,x,x,x
NNc1nc(-c2ccccc2)nc2sc3c(c12)CCCC3,-8,x,x,-22,1,7,-7
CN1OC[C@@H]2CN(S(=O)(=O)c3cccc(C(F)(F)F)c3)[C@H](c3ccc(N4CCCCC4)cc3)C[C@@H]21,x,0,-4,0,-1,2,1
CCCC(O)(c1ccc(CC)cc1)C(CN1CCOCC1)c1ccccc1 (stereo not drawn),-22,1,1,-8,x,25,2
Cc1ncc(C)c2c([N+](=O)[O-])cccc12,x,0,2,-4,-1,-9,0
CS(=O)(=O)Nc1ccc(C(=O)NCCc2ccccc2)cc1,7,x,x,20,-5,x,0
COc1ccccc1C(=O)NCC(=O)N/N=C/c1cccc(Cl)c1,1,-2,-7,x,x,x,x
COc1ccccc1NS(=O)(=O)c1cc(NC(=O)C(C)C)ccc1N1CCCCC1,15,2,1,x,x,x,x

# Compound profiles, from the list above.
# CS(=O)(=O)Nc1ccc(C(=O)NCCc2ccccc2)cc1 across the screens: ARNT TACC3 PPI = 7; SIRT5 block = x; ERp5 inh = x; esBAF inh = 20; miR122 inh = -5; C2C12 statin = x; Cneo AK release = 0
# CN1OC[C@@H]2CN(S(=O)(=O)c3cccc(C(F)(F)F)c3)[C@H](c3ccc(N4CCCCC4)cc3)C[C@@H]21 across the screens: ARNT TACC3 PPI = x; SIRT5 block = 0; ERp5 inh = -4; esBAF inh = 0; miR122 inh = -1; C2C12 statin = 2; Cneo AK release = 1
